Screening data from PubChem BioAssay.
MITF inh: human MITF inhibition, primary screen. O75030. AlphaScreen MITF homodimerization, bead proximity signal. inhibition, % at 2.6 µM. actives 0.91% (n = 650,000); in the data active means inhibition above about 50%;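 further: 0% = vehicle wells with protein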
GPR151 ag: activators of human GPR151 | actives 1% (n = 650,000) | Q8TDV0 | PathHunter beta-arrestin GPR151 cells, luminescence | activation, % at 11.2 µM; in the data active means activation above about 4.9%;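 further: 0% = median of compound wells and 100% = cells with positive control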
Target sequence (Q8TDV0 whole entry, looked up): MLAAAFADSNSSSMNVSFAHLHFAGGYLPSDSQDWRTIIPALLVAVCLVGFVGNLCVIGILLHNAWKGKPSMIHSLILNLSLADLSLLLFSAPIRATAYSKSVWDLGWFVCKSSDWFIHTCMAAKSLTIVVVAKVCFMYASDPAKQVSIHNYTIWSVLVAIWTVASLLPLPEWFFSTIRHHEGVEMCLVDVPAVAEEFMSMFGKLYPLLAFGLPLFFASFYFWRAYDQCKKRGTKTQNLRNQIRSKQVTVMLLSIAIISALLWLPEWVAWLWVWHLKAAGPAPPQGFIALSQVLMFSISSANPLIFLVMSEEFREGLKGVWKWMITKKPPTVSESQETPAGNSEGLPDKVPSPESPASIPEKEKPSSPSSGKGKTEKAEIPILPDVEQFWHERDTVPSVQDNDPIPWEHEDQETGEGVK
FBW7 act: human FBW7 E3 ligase activation, primary screen. Q969H0. AlphaScreen FBW7–phospho-cyclin E peptide binding, activator screen. normalized activity (activation), % at 26.1 µM. actives 0.13% (n = 650,000). AID 1259310; in the data active means normalized activity above about 1.9%;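 further: purified mutant Fbw7 with reduced substrate affinity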
Target sequence (Q969H0 whole entry, looked up): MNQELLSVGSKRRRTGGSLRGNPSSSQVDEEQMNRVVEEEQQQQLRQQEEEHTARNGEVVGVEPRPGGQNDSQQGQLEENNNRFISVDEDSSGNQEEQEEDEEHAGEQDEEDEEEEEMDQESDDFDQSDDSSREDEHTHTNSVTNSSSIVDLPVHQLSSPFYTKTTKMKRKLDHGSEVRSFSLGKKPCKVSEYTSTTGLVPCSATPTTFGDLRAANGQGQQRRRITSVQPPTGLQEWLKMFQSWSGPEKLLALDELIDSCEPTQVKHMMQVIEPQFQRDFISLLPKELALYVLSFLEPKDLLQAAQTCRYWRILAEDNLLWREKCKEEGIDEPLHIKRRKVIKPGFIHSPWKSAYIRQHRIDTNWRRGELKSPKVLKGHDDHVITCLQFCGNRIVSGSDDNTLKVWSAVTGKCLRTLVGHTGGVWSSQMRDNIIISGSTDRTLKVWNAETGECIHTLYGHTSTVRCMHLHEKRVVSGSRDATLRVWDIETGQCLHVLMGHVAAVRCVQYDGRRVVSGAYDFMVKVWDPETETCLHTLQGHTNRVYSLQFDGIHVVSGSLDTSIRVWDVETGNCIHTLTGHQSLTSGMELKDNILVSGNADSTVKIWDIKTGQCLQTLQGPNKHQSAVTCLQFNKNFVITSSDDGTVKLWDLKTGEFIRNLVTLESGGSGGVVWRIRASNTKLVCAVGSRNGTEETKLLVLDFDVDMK
TEAD-YAP inh: TEAD-YAP interaction inhibition | HEK-TIYL cells, TEAD-Gal4/YAP UAS-luciferase luminescence | actives 1.4% (n = 640,000) | inhibition, % at 9.12 µM; in the data active means inhibition above about 32%;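 further: 0% = median of test compound wells and 100% = reference inhibitor wells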
Starred values were filed as active, the others as inactive; x = not tested or not shown. Outcome played no part in choosing rows, and some 3.5% of all compounds hit somewhere here.

SMILES	MITF inh	GPR151 ag	FBW7 act	TEAD-YAP inh
COc1ccc(N/C(=N/c2nc(C)cc(C)n2)NC(C)=O)cc1	5	0.2	-0.1	-2
CCSc1nnc(NC(=O)CSc2nnc(CNC(=O)c3cccc([N+](=O)[O-])c3C)n2-c2ccc(F)cc2)s1	-2	0.3	0.0	-5
COc1cc(CNc2ccnc3c(-c4cccc(F)c4)cnn23)cc(OC)c1OC	9	0.9	1.9*	4
COc1ccc(NC(=O)c2sc3nc(C)nc(N4CCC(C)CC4)c3c2C)cc1OC	-8	0.3	-0.2	-16
O=C(N1CCC(c2ccccc2)C1)C1(c2ccccc2)CCOCC1 (stereo not given)	35	0.1	0.3	-5
O=C(CN(Cc1ccccc1)S(=O)(=O)c1ccc(Cl)cc1)NCCc1ccccc1	8	-1.1	0.2	2
COc1ccc(-c2nc(NC(=O)c3ccccc3C(=O)O)sc2C)cc1[N+](=O)[O-]	18	0.5	-0.1	14
CC(=O)c1cccc(-c2ccc(Nc3cccc(N(C)C)c3)nc2)c1	6	0.7	-1.0	-57
CC(NC(=O)Nc1ccccc1)C(c1cccs1)N1CCN(C)CC1 (stereo not given)	4	0.5	0.5	5
O=C(CSc1nnc(NC(=O)CCc2ccccc2)s1)Nc1ccc2c(c1)OCO2	-6	-0.2	0.2	4

Entries from the list above that have two or more sulfur atoms, in the order listed:
SMILES	MITF inh	GPR151 ag	FBW7 act	TEAD-YAP inh
CCSc1nnc(NC(=O)CSc2nnc(CNC(=O)c3cccc([N+](=O)[O-])c3C)n2-c2ccc(F)cc2)s1	-2	0.3	0.0	-5
O=C(CSc1nnc(NC(=O)CCc2ccccc2)s1)Nc1ccc2c(c1)OCO2	-6	-0.2	0.2	4

The main list resumes with the five entries that preceded the break.
SMILES	MITF inh	GPR151 ag	FBW7 act	TEAD-YAP inh
O=C(CN(Cc1ccccc1)S(=O)(=O)c1ccc(Cl)cc1)NCCc1ccccc1	8	-1.1	0.2	2
COc1ccc(-c2nc(NC(=O)c3ccccc3C(=O)O)sc2C)cc1[N+](=O)[O-]	18	0.5	-0.1	14
CC(=O)c1cccc(-c2ccc(Nc3cccc(N(C)C)c3)nc2)c1	6	0.7	-1.0	-57
CC(NC(=O)Nc1ccccc1)C(c1cccs1)N1CCN(C)CC1 (stereo not given)	4	0.5	0.5	5
O=C(CSc1nnc(NC(=O)CCc2ccccc2)s1)Nc1ccc2c(c1)OCO2	-6	-0.2	0.2	4
CN1CCC(N(C)/C=C(\Cl)C(=O)C(F)(F)F)CC1	6	-1.0	0.0	0
Cc1ccc(CNc2ccnc3c(-c4cnn(C)c4)cnn23)c(C)c1	0	0.0	0.4	-13
CC(C)(C)C1=NN(CC(=O)NCCCN2CCCC2=O)C(=O)c2cc3ccccc3n2C1	18	-0.6	0.1	2
O=S(=O)(NN=C1CCCC1)c1ccccc1	4	0.3	0.0	-5
CCOC(=O)c1cc(C(=O)NC(C)c2ccccc2)c(C)[nH]c1=O (stereo not given)	-15	-0.4	-0.2	-6
Nc1nc(NCc2ccccc2)cc(Nc2cnccn2)n1	-2	2.5	0.1	26
C=CCOc1ccc(-c2nn(-c3ccccc3)cc2/C=c2\sc3nc(=O)c(Cc4ccccc4)nn3c2=O)cc1	3	0.9	-0.1	-4
Cc1cccc(-n2c(CNC(=O)COc3ccccc3)n[nH]c2=S)c1	8	0.4	0.1	1
COCCNC(=O)c1ccccc1NS(=O)(=O)c1cccs1	3	1.0	0.5	12
c1ncc(-c2ccc3cnc(Nc4ccc(-n5cnc(N6CCOCC6)n5)cc4)nc3c2)cn1	2	0.5	0.4	2
C=CCN1C(=O)/C(=C/c2ccc(C(=O)OC)cc2)SC1=S	10	-0.5	0.1	-4
NC(=O)C1CCN(c2ccc3cccc(OCc4c(F)cccc4Cl)c3n2)CC1	-5	-2.3	0.4	-3
O=C(Cn1c2ccccc2c(=O)c2ccc(Cl)cc21)Nc1ccc(Cl)cc1	7	0.1	0.1	2
Cc1cc(Cl)ccc1OC(C)C(=O)Nc1sc2c(c1C#N)CCCCCC2 (stereo not given)	0	1.6	0.6	-3
Cc1cc(C)cc(-n2c(SCC(N)=O)nnc2-c2ccncc2)c1	-2	0.2	-0.1	-7
O=C(COc1ccc(Cl)cc1Cl)n1cc([N+](=O)[O-])cn1	-3	-1.2	-0.2	10
COC(=O)c1ccc(O)c(SCN2CCCCC2)c1	1	-0.5	-0.6	9
FC(F)(F)c1ccc(Cn2cnc3c(Nc4ccccc4)nc(NCc4ccc5c(c4)OCO5)nc32)cc1	2	3.9	-0.2	2
CC1(c2ccccc2)CC(C)(C)N(C(=O)COc2nc3ccccc3s2)c2ccccc21 (stereo not given)	0	-0.5	0.1	0
O=C(Nc1ccc(Br)cc1C(=O)O)c1ccc(N2C(=O)C3C4C=CC(C4)C3C2=O)cc1 (stereo not given)	3	1.9	0.0	10
COc1ccc(S(=O)(=O)N(CCc2ccccc2)CC(=O)Nc2ccc3c(c2)OCO3)cc1OC	3	3.4	0.1	5
O=C(Nc1ccc(F)c(Cl)c1)c1nn2c(c1Cl)NC(c1ccccc1)CC2C(F)(F)F (stereo not given)	-1	-0.6	-0.1	-2
Cc1nc(C)n(-c2ccc(Nc3ncc(F)c(-c4cccc(N5CCOCC5)c4)n3)cc2)n1	10	0.1	-0.1	14
Cc1cc(C)n(C(=O)c2cc3ccccc3c(=O)o2)n1	1	-0.3	-0.2	-8
CCc1nc2nc(C)cc(N3CCN(c4ccccc4OC)CC3)n2n1	-5	-1.1	-0.1	34*
Cc1cccc(C(C)(C)C)c1OCCCN1CCN(C)CC1	68*	0.6	-0.2	2
COC(=O)c1cccc(-n2nnnc2SCC(=O)Nc2nc3c(s2)CCCC3)c1	11	0.6	-0.1	-13
Cc1ccc(N=c2sc(C3=c4cc(C)cc(Br)c4=NC3=O)c(O)n2-c2ccc(C)cc2)cc1	10	-0.5	0.1	-1
COc1ccc(N2N=C(C(=O)c3ccc(C)cc3)C(O)(O)C2=O)cc1	14	-1.0	-0.1	-8
O=C(CSc1nnc(-c2cccnc2)o1)N1CCCCC1	11	-0.3	0.0	-7
N#Cc1c(-c2ccccc2)cc(-c2cccs2)nc1SCCN1CCCCCC1	5	1.2	0.0	-6
O=C(NCc1n[nH]c(=S)n1-c1ccc(Br)cc1)c1cccc2ccccc12	14	-0.6	0.5	7
Cc1c(NC(=O)CSc2nnc(N3C(=O)c4ccccc4C3=O)s2)c(=O)n(-c2ccccc2)n1C	-2	-0.6	-0.1	-5
COc1ccc(C(=O)N2CCc3[nH]nc(-c4ccc(C#N)cc4)c3C2)cc1OC	6	0.2	-0.2	3
COc1ccc(NC(=O)COc2ccc(CNCCCN3CCOCC3)cc2OC)cc1	-12	0.4	-0.1	2
COc1ccccc1NC(=O)c1cc(Nc2ccc(F)c(F)c2)nc2ccccc12	-2	0.1	-0.1	-1
CCOC(=O)Cc1c(C)nc(C)[nH]c1=O	6	-1.3	0.0	19
CC(C)(C)NC(=O)N1CCC(C(=O)NC(c2ccc(Cl)cc2)c2ccsc2)CC1 (stereo not given)	13	-1.1	0.8	10
O=C(Nc1ccccc1F)c1cccc2nc3ccccc3nc12	7	-0.4	-0.1	1
Cc1ccc(N(CC(=O)Nc2ccc(Cl)c(Cl)c2)S(C)(=O)=O)cc1	-10	0.6	0.1	-10
COC(F)(C(=O)Nc1ccc(Br)cc1)C(F)(F)F (stereo not given)	0	0.8	-0.1	0
Cc1ccc(NCN2C(=O)c3ccc([N+](=O)[O-])cc3C2=O)nc1	2	1.0	0.0	-6
NC(=O)c1cc2ccc(O)cc2oc1=Nc1ccc(-c2ccccc2)cc1	13	0.8	1.4	-9
CC1CCN(C(=O)Cn2cnc3c(nnn3Cc3ccc(Cl)cc3)c2=O)CC1	11	0.3	-0.1	4
C=CCN1c2ccccc2[C@]23CCC(=O)N(Cc4ccc5c(c4)OCO5)C2=NC(C(=O)OC)=C(C(=O)OC)[C@H]13	14	1.0	0.1	x
O=C(Cc1c(F)cccc1Cl)NC1CCCCC1	12	-0.5	0.2	-2
CCOC(=O)C1C(=O)C=C(c2ccc(OC)c(OC)c2)CC1c1cccs1 (stereo not given)	25	-1.2	0.5	2
COc1cc(C(=O)Nc2ccc(C(=O)O)cc2)c2ccccc2n1	3	0.5	0.6	-3
CCCCSc1nnc2c(n1)OC(c1ccc(OC)cc1OC)Nc1ccccc1-2 (stereo not given)	-10	0.7	0.3	-9
CCN1C(=O)/C(=C\c2ccc([N+](=O)[O-])o2)SC1=S	20	-1.2	-0.2	17
(list continues)
SMILES	MITF inh	GPR151 ag	FBW7 act	TEAD-YAP inh
O=C(Oc1ccccc1Cl)C1CC(=O)N(c2ccc(Br)cc2)C1 (stereo not given)	14	0.8	0.1	-8
CC1Sc2cc(S(=O)(=O)CCC(=O)NC3CCCc4ccccc43)ccc2NC1=O (stereo not given)	16	0.6	0.0	11
COc1ccccc1C(=O)NNC(=O)COc1ccccc1Cl	3	-1.4	0.0	-11
CN1CCN(C(=O)c2ccc(-c3cccc(Cl)c3Cl)nc2N2CCOCC2)CC1	10	-1.5	-0.1	-8
CC(C)CN1C(=O)c2ccccc2C(C(=O)N2CCCC2)C1c1cccs1 (stereo not given)	-3	0.0	-0.2	-1
CN(C)S(=O)(=O)N1CCC(Oc2ccc(C(=O)N3CCCCCC3)cc2)CC1	1	-1.4	-0.1	-5
O=C1CCC(=O)NCC(=O)NCCOCCNC(=O)CN1	15	-0.2	0.0	0
O=C(Nc1c2c(nn1-c1cccc(Cl)c1)CS(=O)(=O)C2)c1cccs1	5	1.9	0.1	10
COc1cc(C)c(C(C)C)cc1S(=O)(=O)NCCCN1CCOCC1	2	-1.2	-0.1	-2
CCOC(=O)N1CCN(c2c(Nc3ccc4c(c3)OCCO4)c(=O)c2=O)CC1	11	-1.8	1.0	-7
COc1ccc(NC(=O)Nc2ccc(C)c(F)c2)cc1OC	-5	-1.1	0.0	-47
CC(=O)c1ccc(C(=O)Nc2nccs2)cc1	23	-2.0	0.1	19
COc1ccc(CCNC(=O)c2cnc(-c3c(C)nn(C)c3C)s2)cc1	-7	0.4	-0.1	3
O=C(Nc1ccc2c(c1)OCCO2)C(c1ccccc1)N(Cc1ccccc1)Cc1ccccc1 (stereo not given)	13	0.4	0.1	-2
N#C/C(=C/c1ccc(OCC(N)=O)cc1)c1nc2ccccc2c(=O)[nH]1	13	0.8	0.2	-10
c1ccc(Cc2[nH]nc3ccccc23)cc1	3	0.4	-0.3	-12
O=C(c1nn2c(C(F)(F)F)cc(-c3cccs3)nc2c1Cl)N1CCCCC1	5	6.4*	-0.3	-1
CCC(=O)N(CCC1(c2ccc(F)cc2)CCOC(C)(C)C1)Cc1ccc(OC)c(OC)c1 (stereo not given)	16	-1.0	0.0	-12
COc1cc(/C=C2/C(=N)N3C(c4ccccc4)=CSC3=NC2=O)ccc1OCc1ccccc1C	-9	0.2	-0.2	-32
CC(=O)Nc1nc(O)c(/C=C2\C=c3ccccc3=NC2=O)s1	-3	0.8	-0.2	8
Cc1noc(C)c1CSCC(=O)OCc1nnc(-c2ccc([N+](=O)[O-])cc2)o1	6	1.0	-0.1	-1
COc1ccc(-n2nnnc2CN2CCN(S(=O)(=O)Cc3ccccc3)CC2)cc1	5	-0.3	0.1	6
COc1ccc(C2C3(C#N)C(N)=NC(OC)(OC)C23C#N)cc1OC (stereo not given)	43	0.0	-0.3	4
CCCCN1C(=O)C(=O)N(CC(=O)Nc2cccc(OC)c2)C1=O	10	0.8	0.1	-2
COc1cc2c(cc1OC)C(COc1ccc(F)cc1)N(C(=O)C(C)Oc1ccccc1)CC2 (stereo not given)	-7	-0.4	-0.1	-8
CCSc1ncnc2c1c(-c1ccccc1)cn2-c1ccc(F)cc1	-2	1.3	0.0	-15
COc1cccc(NC(=O)CCC2CCN(C3CCSCC3)CC2)c1	14	-1.1	0.0	5
Cc1cc(N2CCN(c3cc(Cl)ccc3[N+](=O)[O-])CC2)c2ccccc2n1	-3	-0.9	-0.2	-4
N#Cc1cc(-c2ccnc(Nc3cccc(CN4CCCCC4)c3)n2)cc(N2CCOCC2)c1	16	-1.5	0.0	86*
CCC(C)n1c(=N)c(S(=O)(=O)c2ccccc2)cc2c(=O)n3cc(C)ccc3nc21 (stereo not given)	-1	0.7	0.1	-11
O=C(NCCCN1CCCC1)c1ccc(CNc2nc(=S)[nH]c3ccccc23)cc1	11	0.2	0.0	0
Cc1cc(/C=C2\C(=N)N3N=C(C(C)C)SC3=NC2=O)c(C)n1-c1ccc(Br)cc1	8	0.7	0.1	-8
CCOc1ccc(NC(C)=O)c([N+](=O)[O-])c1	-1	0.9	-0.1	-4
COc1ccc(O)c(CN2CCC3(CC2)CC3C(=O)Nc2cc(C)cc(C)c2)c1 (stereo not given)	6	0.2	0.0	6
O=C1N[C@@H](CC2CCCCC2)C(=O)N2C[C@@H](NCc3cccc4cccnc34)C[C@@H]12	-9	0.5	-0.1	8
NC(=O)CCN1CCC(c2nc3ccccc3s2)CC1	5	0.9	0.6	-3
CCC(=O)N1N=C(c2ccc(Br)cc2)CC1c1ccccc1O (stereo not given)	9	0.7	0.1	2
CCOC(=O)N1CCN(Cc2nc(Nc3ccc4c(c3)OCO4)c3cccc(C)c3n2)CC1	-6	-0.9	0.6	10
CCCCN(C)C(=O)C1CC(=O)c2sc(NC(=O)CC)nc2C1 (stereo not given)	-3	0.1	0.0	3

A draw from above in order of molecular weight, lowest first:
SMILES	MITF inh	GPR151 ag	FBW7 act	TEAD-YAP inh
COc1ccccc1C(=O)NNC(=O)COc1ccccc1Cl	3	-1.4	0.0	-11
CCOC(=O)C1C(=O)C=C(c2ccc(OC)c(OC)c2)CC1c1cccs1 (stereo not given)	25	-1.2	0.5	2
COc1ccc(NC(=O)COc2ccc(CNCCCN3CCOCC3)cc2OC)cc1	-12	0.4	-0.1	2
